Assay outcomes: PubChem BioAssay, The Scripps Research Institute Molecular Screening Center
DDE Tn6 FP inh: inhibitors of Tn6 peptide binding to fibrin DD(E), primary screen, biochemical, fluorescence polarization, human fibrin, Tn6 probe; inhibition, % at 8.3 µM; Fibrinogen beta chain (Homo sapiens), P02675; 0.21% of 370,000 active; Fibrin DD(E) TRITC-Tn6 fluorescence polarization displacement;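 active = inhibition above a per-campaign cutoff: mean of compounds within control limits plus 3 SD, cut at about 15% in these data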;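 also: 0% = median of all compound wells on the plate and 100% = blocking peptide control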
SIAE inh: human SIAE inhibitors, primary screen, biochemical, fluorescence polarization, FP-Rh probe, 1536-well HTS | Sialate O-acetylesterase (Homo sapiens), Q9HAT2 | SIAE FP-Rh probe binding | inhibition, % at 9.66 µM | 0.69% of 370,000 active | AID 1053197, 2014;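 active = inhibition above a cutoff: mean of compounds within the control limits plus 3 SD of those, cut at about 17% in these data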;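 also: 0% = plate median of compound wells and 100% = probe without SIAE protein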
PLCg1 inh: PLC-gamma1 enzyme inhibitors, primary screen, biochemical, fluorescence, purified enzyme; fluorogenic substrate; inhibition, % at 12.2 µM; 0.84% of 370,000 active; in the data active = inhibition above about 9.5%
TDP2 inh: human TDP2 enzyme inhibitors, primary screen, biochemical, epi absorbance, recombinant enzyme. Tyrosyl-DNA phosphodiesterase 2 (Homo sapiens), O95551. T5PNP hydrolysis, p-nitrophenol absorbance 415 nm. inhibition, % at 12.8 µM. 0.34% of 370,000 active;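 active = inhibition above the mean of all tested compounds plus 3 SD, set per campaign, cut at about 25% in these data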;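 also: 0% = DMSO with enzyme and 100% = buffer with substrate but no TDP2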
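Material: recombinant human TDP2; quantity: TDP2 enzyme at 120 nM final; medium: Tris-HCl pH 7.5 with MgCl2; compound: single concentration, 12.8 µM nominal, with 1% DMSO; incubation: 2 h enzyme incubation at 37 °C; signal: epi absorbance; measure: percent inhibition; benchmarks: high control without enzyme, low control DMSO plus TDP2; repeats: singlicate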
ADAM17 inh: ADAM17 inhibitors, primary screen, biochemical, QFRET; Disintegrin and metalloproteinase domain-containing protein 17 (Homo sapiens), P78536; recombinant ADAM17, EDANS/DABCYL FRET peptide cleavage; inhibition, % at 6.95 µM; 0.83% of 370,000 active; AID 720648, 2013;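 active = inhibition above the mean of compounds lying between control limits plus 3 SD, set per campaign, cut at about 8.5% in these data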;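 also: 0% = DMSO-only wells as the low control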
DDE Tn7 FP inh: inhibitors of Tn7 peptide binding to fibrin DD(E), primary screen, biochemical, fluorescence polarization, human fibrin, Tn7 probe. Fibrinogen beta chain (Homo sapiens), P02675. AID 720508, 2013. FP displacement of FITC-Tn7 peptide from fibrin DD(E); 0% = median of compound wells per plate. inhibition, % at 8.3 µM. 0.13% of 370,000 active;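 active = inhibition above the mean of compounds falling within the control limits plus 3 SD of them, cut at about 14% in these data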;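 also: 0% = plate median of compound wells and 100% = 10 µM Aha-Tn7 peptide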
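assay system = human clot-derived fibrin DD(E) complex | quantity = Fibrin-DD(E) at 2 µM final | timing = 10 min preincubation, 3 h with tracer, room temperature | signal = fluorescence polarization | measure = percent inhibition | benchmarks = high control wells with 10 µM unlabelled Aha-Tn7 peptide (full inhibition) | replicates = singlicate testing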
PLC-beta3 inh: human PLC-beta3 inhibitors, primary screen, biochemical, fluorescence. 1-phosphatidylinositol 4,5-bisphosphate phosphodiesterase beta-3 (Homo sapiens), Q01970. Purified PLC-beta3, fluorogenic substrate. inhibition, % at 12.2 µM. 0.18% of 370,000 active; in the data active = inhibition above about 11%;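 also: 0% = median of compound wells on plate and 100% = full blocker control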
ARFGAP1 inh: inhibitors of rat ARFGAP1 GAP activity, primary screen, biochemical, fluorescence polarization, GDP tracer; ADP-ribosylation factor GTPase-activating protein 1 (Rattus norvegicus), Q62848; Arfgap1-stimulated ARF1 GTP hydrolysis, GDP FP detection; inhibition, % at 16.5 µM; 0.26% of 360,000 active; AID 651572, 2012;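 active = inhibition above a per-plate limit, mean inhibition of low control wells plus 3 SD, cut at about 25% in these data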;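 also: 0% = DMSO wells with enzyme and 100% = wells lacking Arfgap1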
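System: truncated rat Arfgap1 GAP domain / Medium: HEPES-based buffer, pH 7.5 / Also added: N-terminally truncated human ARF1-GTP substrate / Incubation: enzyme reaction 120 min at 25 °C after 20 min preincubation / Measured by: FP of antibody-bound GDP Alexa 633 tracer, ex 620/em 688 nm / Replicates: singlicate, each compound tested once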
ASAP1 GAP inh: inhibitors of human ASAP1 ArfGAP activity, primary screen, biochemical, fluorescence polarization; inhibition, % at 16.5 µM; ASAP1-stimulated ARF1 GTP hydrolysis, GDP FP detection; AID 624377, 2012; 0.19% of 360,000 active; Arf-GAP with SH3 domain, ANK repeat and PH domain-containing protein 1 (Homo sapiens), …; in the data active = inhibition above about 25%;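 also: 0% = vehicle with enzyme and substrate and 100% = no enzyme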
Target sequence (Q9ULH1 325-724 limits assumed): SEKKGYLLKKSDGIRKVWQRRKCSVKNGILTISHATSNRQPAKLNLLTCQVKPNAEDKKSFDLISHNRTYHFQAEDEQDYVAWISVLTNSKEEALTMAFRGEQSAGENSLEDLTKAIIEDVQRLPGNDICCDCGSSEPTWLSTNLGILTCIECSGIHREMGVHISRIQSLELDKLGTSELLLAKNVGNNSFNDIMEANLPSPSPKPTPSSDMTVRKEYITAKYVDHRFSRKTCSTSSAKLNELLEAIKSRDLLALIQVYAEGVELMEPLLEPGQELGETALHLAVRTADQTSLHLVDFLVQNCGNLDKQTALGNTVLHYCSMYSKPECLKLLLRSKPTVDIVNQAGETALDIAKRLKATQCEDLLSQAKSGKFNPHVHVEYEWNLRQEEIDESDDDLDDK
ADAM10 inh: human ADAM10 inhibitors, primary screen, biochemical, QFRET, HTS. Disintegrin and metalloproteinase domain-containing protein 10 (Homo sapiens), O14672. recombinant ADAM10, EDANS/DABCYL FRET peptide cleavage, 3 h. inhibition, % at 7 µM. 0.62% of 370,000 active. AID 720582, 2013;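 active = inhibition above a per-campaign cutoff equal to the mean of compounds falling between control-based bounds plus 3 SD, cut at about 20% in these data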;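 also: 0% = DMSO wells while the 100% control is not disclosed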
Target sequence (O14672 214-748 limits assumed): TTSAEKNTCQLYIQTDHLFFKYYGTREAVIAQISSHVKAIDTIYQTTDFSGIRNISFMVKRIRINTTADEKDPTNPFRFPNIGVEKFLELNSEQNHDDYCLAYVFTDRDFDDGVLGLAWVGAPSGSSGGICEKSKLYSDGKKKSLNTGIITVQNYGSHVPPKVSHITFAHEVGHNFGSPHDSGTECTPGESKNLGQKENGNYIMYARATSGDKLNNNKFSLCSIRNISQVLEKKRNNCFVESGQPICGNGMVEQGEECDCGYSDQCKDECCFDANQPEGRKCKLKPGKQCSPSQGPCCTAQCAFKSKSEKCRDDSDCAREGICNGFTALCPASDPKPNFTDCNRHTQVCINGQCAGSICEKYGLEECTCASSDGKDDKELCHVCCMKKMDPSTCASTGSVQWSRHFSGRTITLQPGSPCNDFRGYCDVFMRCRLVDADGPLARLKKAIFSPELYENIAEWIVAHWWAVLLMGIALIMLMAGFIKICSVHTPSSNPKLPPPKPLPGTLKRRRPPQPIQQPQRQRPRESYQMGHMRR
Active calls of the source: *; i = inactive; . = not tested or not shown.

Order of values – ADAM17 inh	TDP2 inh	ARFGAP1 inh	PLC-beta3 inh	ASAP1 GAP inh	SIAE inh	DDE Tn7 FP inh	DDE Tn6 FP inh	ADAM10 inh	PLCg1 inh
[1] COc1ccc(-c2noc(C(C)NC(=O)c3ccco3)n2)cc1OC (stereo not drawn)
→ 0	-1	-3	-2	-4	1	4	5	0	3
[2] CSc1cccc(NC(=O)CCCNC(=O)c2ccc(Cl)cc2)c1
→ 1	1	2	-3	2	-4	1	4	1	0
[3] CC(=O)NC12CC3CC(C1)CC(C(=O)OCC(=O)Nc1ncc(Cl)cc1Cl)(C3)C2
→ -2	-8	-4	-6	6	6	8	9	-1	-6
[4] Cc1ccc(OCc2cc(C(=O)NCCn3cccn3)no2)cc1C
→ -2	10	12	-10	-5	2	-3	-2	1	-4
[5] CC(=O)c1cccc(N=c2scc(-c3ccc(S(=O)(=O)N4CCOCC4)cc3)n2CCO)c1
→ 1	-5	0	-15	-12	0	-1	-3	5	-14
[6] CC[C@@H](CCCc1ccc(OC)cc1)CCC(=O)N(c1ccccc1)c1ccccc1
→ 0	7	.	0	.	0	5	5	-2	0
[7] CC(C)C[C@H](NC(=O)C1CC1)C(=O)N1CCC[C@H]1C(=O)NCc1ccccc1
→ -3	5	-3	2	-3	-2	2	1	-5	3
[8] S=c1[nH]nc(-c2cc(-c3ccco3)[nH]n2)n1-c1ccccc1
→ -3	0	-11	-4	20	5	-5	7	-7	-3
[9] COc1cc(OC)cc(C(C)c2ccc(C)cc2)c1 (stereo not drawn)
→ -1	-2	.	3	.	-3	2	8	0	2
[10] COc1ccc(CCNC(=O)CSc2cccc3cccnc23)cc1OC
→ -7	-18	-9	-13	12	-10	-1	0	-14	-9
[11] CN1OC[C@@H]2CN(C(=O)C(C)(C)C)[C@H](c3cccc(Br)c3)C[C@@H]21
→ -2	6	2	0	1	1	-1	2	-2	2
[12] CO[C@@H]1CN(C)C(=O)c2cc(NS(=O)(=O)c3ccc(C)cc3)ccc2OC[C@H](C)N(Cc2nccs2)C[C@H]1C
→ 3	-13	-2	9	-3	-7	-5	-7	3	0
[13] Cc1ccc(C)c(N2C(=O)CC(N3CCN(Cc4ccc5c(c4)OCO5)CC3)C2=O)c1 (stereo not drawn)
→ -7	-1	8	-5	4	-5	2	1	-3	-1
[14] O=C(CNC(=O)c1ccccc1)OCc1cccc([N+](=O)[O-])c1
→ -1	8	-7	-1	-9	-4	2	5	5	3
[15] O=C(c1ccc(=O)[nH]n1)N1CCN(S(=O)(=O)c2cccc(F)c2)CC1
→ -1	-17	2	3	-1	-2	-7	4	2	-1
[16] CC(=O)N1CCN(c2ccc(NCc3ccc(Br)o3)cc2)CC1
→ -3	13	-3	-16	6	12	7	2	-1	-11
[17] O=C(NCC1CC1)c1cc2c(c(-c3cccc(-c4ccccc4F)c3)n1)[C@H](CCO)N(C(=O)CC1CC1)C2
→ 5	-9	-5	2	-7	-3	0	-2	0	1
[18] O=C(Nc1ccc(Cl)cn1)Nc1ccccc1Cl
→ 1	-1	11	3	11	-2	-7	-3	-1	2
[19] COc1ccc(Cl)cc1NC(=O)C(C)NC(c1ccccc1)c1ccccc1 (stereo not drawn)
→ -1	3	1	3	5	0	-2	-1	-3	2
[20] Cc1nn(-c2ccc3ccccc3c2)c(=O)c2ccccc12
→ 0	-3	1	-39	5	-2	2	7	-4	-34
[21] COC(=O)c1ccc(NC(c2ccc(Cl)cc2)P(=O)(OC)OC)cc1 (stereo not drawn)
→ -1	3	11	2	-22	1	1	-4	5	-2
[22] CCC(CC)C(=O)Nc1c2c(nn1-c1ccc(C)cc1)CS(=O)(=O)C2
→ -2	4	-8	3	-13	6	-2	3	-4	-2
[23] COc1ccc(C)cc1NC(=O)C(OC(=O)CNC(=O)c1cccc(F)c1)c1ccccc1 (stereo not drawn)
→ -5	11	-1	3	-6	4	2	6	4	-1
[24] COc1cc2c(C(=O)N(C)c3ccc(F)cc3)cn(C)c(=O)c2cc1OC
→ -2	14	-3	0	1	3	7	3	-7	1
[25] COc1ccc(NC(=O)CSc2nnc(C(C)C)n2N)cc1
→ -3	0	2	0	-4	6	-2	7	-3	1
[26] Cc1ccccc1Cn1cc(COC(=O)N(C)Cc2ccccc2)nn1
→ -8	-7	.	-2	.	1	6	5	-3	-2
[27] CCOC(=O)c1c(NC(=S)Nc2ccc(C)cc2)sc2c1CCC2
→ -1	-1	18	1	-8	-2	-5	5	5	1
[28] CCOc1c2ccc(C(=O)NCc3ccc(C)cc3)cc2nn1CC
→ -240	2	-2	-451	6	2	5	1	i	-446
[29] O=C(COC(=O)c1nc(Cl)c(Cl)c(Cl)c1Cl)c1ccc[nH]1
→ -8	10	2	-18	10	3	-10	0	-11	-3
[30] O=C(CCl)N(c1ccccc1)c1ccccc1
→ -4	-1	12	-9	2	-3	1	-6	-13	-1

Three compounds from above, ordered by their value in DDE Tn7 FP inh, rising:
nr | canonical_smiles | ADAM17 inh | TDP2 inh | ARFGAP1 inh | PLC-beta3 inh | ASAP1 GAP inh | SIAE inh | DDE Tn7 FP inh | DDE Tn6 FP inh | ADAM10 inh | PLCg1 inh
8 | S=c1[nH]nc(-c2cc(-c3ccco3)[nH]n2)n1-c1ccccc1 | -3 | 0 | -11 | -4 | 20 | 5 | -5 | 7 | -7 | -3
4 | Cc1ccc(OCc2cc(C(=O)NCCn3cccn3)no2)cc1C | -2 | 10 | 12 | -10 | -5 | 2 | -3 | -2 | 1 | -4
20 | Cc1nn(-c2ccc3ccccc3c2)c(=O)c2ccccc12 | 0 | -3 | 1 | -39 | 5 | -2 | 2 | 7 | -4 | -34

Following part:
Order of values – ADAM17 inh	TDP2 inh	ARFGAP1 inh	PLC-beta3 inh	ASAP1 GAP inh	SIAE inh	DDE Tn7 FP inh	DDE Tn6 FP inh	ADAM10 inh	PLCg1 inh
[31] Cc1cccc(N(C)c2ccc3cc(S(=O)(=O)N4CCCC4)ccc3n2)c1
→ -22	4	-11	-389	-8	-8	0	1	-56	-250
[32] O=C(Nc1ccccc1N1CCCC1)C1CCN(S(=O)(=O)c2ccccc2C(F)(F)F)CC1
→ -1	-6	-1	-9	7	-1	3	-5	-1	1
[33] O=C(O)C(NS(=O)(=O)c1ccccc1)C(O)c1ccccc1 (stereo not drawn)
→ 1	7	-2	1	3	2	4	-5	1	1
[34] CNc1nc(OC)nc(N2CCOCC2)n1
→ -4	0	7	1	-6	3	-1	6	5	2
[35] Cn1c(CO)cnc1SCc1ccc([N+](=O)[O-])cc1
→ -4	7	2	2	-4	-2	-9	1	-2	7
[36] CCCCN1C(=O)C2(NNc3ccccc3O2)c2ccccc21 (stereo not drawn)
→ -4	-1	-14	-15	-6	14	-7	-6	-2	-14
[37] Cc1ccc(C(=O)NCc2ccncc2)cc1S(=O)(=O)Nc1cccc(C)c1C
→ -2	-13	10	-3	-3	-6	4	6	-2	4
[38] CCc1ccc(C(=O)NCc2ccc(Cl)cc2)cc1
→ -3	0	-9	6	-1	-7	10	-2	-3	2
[39] O=C(c1ccco1)N1CCN(S(=O)(=O)c2cc(Cl)ccc2Cl)CC1
→ -1	10	9	-3	4	5	-1	2	3	-2
[40] N=C(N)SCc1nc2ccccc2c(=O)n1-c1ccccc1Cl
→ -58	4	-4	-169	3	-6	-5	-4	-212	-134
[41] O=C(O)CNC(=O)CCCn1nnc2ccccc2c1=O
→ -3	-1	-3	-5	-5	-8	4	-3	2	-1
[42] CCc1nc2c(OCC=C(C)C)cccn2c1N(C)C(=O)c1ccc(OC)cc1
→ 0	0	3	3	-14	5	3	1	0	-3
[43] c1ccc(CNc2nnnn2-c2ccccc2)cc1
→ -3	1	-5	0	-9	-1	-2	2	-6	4
[44] Cc1ccnc2nc(C(=O)OCC(=O)NC3CCC(C)CC3)nn12 (stereo not drawn)
→ -6	9	0	-8	-1	-7	3	6	-6	-1
[45] O=C1CCC(=O)O1
→ 1	-3	0	3	-7	0	-2	-2	-7	1
[46] CCOc1ccc(C(=O)CCC(=O)Nc2ncccc2O)cc1
→ -1	-17	13	-31	13	7	1	-1	-15	-17
[47] O=C(O)/C=C\c1ccccc1Oc1ccc(F)cc1
→ -3	-10	3	-3	-1	2	6	4	-2	-4
[48] O=C(CCN=C1NS(=O)(=O)c2ccccc21)OCC(=O)c1ccccc1
→ -6	-1	16	-8	-1	-4	4	4	4	-3
[49] Cc1ccccc1OCCC(=O)Nc1cc(S(=O)(=O)N2CCOCC2)ccc1OC(C)C
→ 1	-13	3	-23	-5	2	-6	2	3	6
[50] CN(C(=O)CSc1nnc(-c2cccs2)n1N)c1ccccc1
→ 0	4	-4	-5	-3	4	-4	1	-17	-2
[51] COc1ccc(CC(=O)Nc2ccc(C(N)=O)cc2)cc1
→ -7	3	14	-9	-4	-3	2	-2	0	-2
[52] C=CCN1C(C(=O)OC)CN(Cc2cn(Cc3ccccc3)nn2)CCS1(=O)=O (stereo not drawn)
→ 1	-2	.	2	.	5	3	-1	3	2
[53] O=C(Cc1n[nH]c(=O)c2ccccc12)OCc1c(Cl)cccc1Cl
→ -5	9	-13	-6	-7	-3	-1	8	0	1
